N370S GC mod = inhibits or activates N370S mutant glucocerebrosidase; AID 2101; Potency, µM (top dose mostly 59.4 µM), for the others: at the top dose activity change, negative = inhibition, hits mostly inhibitors; N370S GC spleen homogenate, 4MU-glucoside fluorescence; 330,000 tested, 0.092% active;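 note: 0% = full enzyme activity and -100% = no enzyme basal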
FEN1 inh = human FEN1 inhibition; P39748; AID 588795; Recombinant FEN1 flap cleavage, fluorescence, 15 min; 390,000 tested, 0.35% active; Potency, µM (series often up to 114 µM), inactives show top-dose activity change, negative = inhibition, usual class: inhibitors; note: nearly all actives have a fitted effect of over 65% in size
Target sequence (P39748 whole entry, looked up): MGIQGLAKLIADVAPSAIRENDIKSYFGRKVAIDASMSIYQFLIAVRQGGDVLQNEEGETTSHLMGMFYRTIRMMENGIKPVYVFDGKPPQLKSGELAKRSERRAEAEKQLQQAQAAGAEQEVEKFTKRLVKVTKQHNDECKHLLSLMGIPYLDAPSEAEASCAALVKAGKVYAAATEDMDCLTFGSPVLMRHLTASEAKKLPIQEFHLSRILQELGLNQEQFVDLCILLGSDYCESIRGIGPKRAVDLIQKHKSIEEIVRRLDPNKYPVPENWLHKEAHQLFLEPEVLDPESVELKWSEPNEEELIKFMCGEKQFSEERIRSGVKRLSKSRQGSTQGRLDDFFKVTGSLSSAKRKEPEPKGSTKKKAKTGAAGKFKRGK
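Concentration–response screening of FEN1 (10 nM): 15 min compound preincubation at room temperature, reaction started with 50 nM substrate and read at 0 and 15 min. Corrected, normalized data were fitted by a four-parameter Hill equation.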
TDP1 inh = inhibitors of human tyrosyl-DNA phosphodiesterase TDP1 | 350,000 tested, 0.28% active | Q9NUW8 | recombinant TDP1, AlphaScreen DNA substrate cleavage | Potency, µM (titrated, usually from 130 µM), for inactives: top-dose activity change, negative = inhibition, hits mostly inhibitors | AID 485290; note: nearly all actives have a fitted effect of over 40% in size
Target sequence (Q9NUW8 whole entry, looked up): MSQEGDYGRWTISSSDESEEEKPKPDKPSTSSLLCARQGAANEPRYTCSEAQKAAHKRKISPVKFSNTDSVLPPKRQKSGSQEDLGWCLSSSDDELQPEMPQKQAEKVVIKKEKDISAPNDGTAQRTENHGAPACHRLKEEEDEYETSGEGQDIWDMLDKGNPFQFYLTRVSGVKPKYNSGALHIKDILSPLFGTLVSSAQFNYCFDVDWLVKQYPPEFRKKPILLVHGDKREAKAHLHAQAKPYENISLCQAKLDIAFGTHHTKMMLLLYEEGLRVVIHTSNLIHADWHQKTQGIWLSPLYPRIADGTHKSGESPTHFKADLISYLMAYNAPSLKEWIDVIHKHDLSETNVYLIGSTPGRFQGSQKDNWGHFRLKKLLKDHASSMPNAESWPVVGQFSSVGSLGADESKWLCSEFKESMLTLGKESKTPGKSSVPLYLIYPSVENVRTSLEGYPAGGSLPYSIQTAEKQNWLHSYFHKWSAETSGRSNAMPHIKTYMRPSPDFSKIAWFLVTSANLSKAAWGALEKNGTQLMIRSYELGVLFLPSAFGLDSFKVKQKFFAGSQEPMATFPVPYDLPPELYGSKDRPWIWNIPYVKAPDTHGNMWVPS
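E. coli-derived human Tdp1, 1 nM final. Cpd preinc 15 min RT; substrate 15 nM final, 5 min RT; AS bead mix 10 ug/ml final, 10 min RT. Signal loss = tyrosine-FITC cleavage. No-enzyme wells = max signal.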
Active calls of the source: *; ? = inconclusive; / = no result given; & = joins results of further samples; [ ] = remark or other dose. Calls come from the whole dose curve; as a rule, active = well fitted curve in the direction sought with a large enough effect; inconclusive = small, poorly fitted or top-dose-only effect, or another doubt; inactive = no such curve, though single readings can be large; an effect the other way counts as inactive or inconclusive. Unless noted, % is set by controls: 0 for no effect and ±100 for the full control effect; potency is the fitted concentration of half-maximal effect.

molecule,N370S GC mod,FEN1 inh,TDP1 inh
COc1ccc(-c2ccc(C#N)c(OC)n2)cc1,25.0%,-0.3%,-1.6%
Cc1nc2nc(C)c(CCC(=O)O)c(C)n2n1,2.2%,-12.0%,1.8%
CCn1c(SCc2nc(-c3cccs3)no2)nnc1-c1c[nH]c2ccccc12,17.1%,-14.6%,0.0%
O=C(N/C=C/c1ccccc1)Nc1ccc(Cl)cc1,22.5%,-0.1%,-9.2%
O=C(/C=C1\SC(=O)NC1=O)Nc1ccc(F)cc1,1.2%,1.5%,10.0%
Cc1nnc(SCC(=O)c2ccc(Cl)cc2)n(N)c1=O,?,-4.5%,-4.3%
COc1ccc(/C=N/Nc2ncnc3sc4c(c23)CCCC4)cc1OC,-1.5%,-4.0%,2.7%
O=C(/C=C/c1cn(-c2ccccc2)nc1-c1ccc2c(c1)OCCO2)NCCCN1CCOCC1,?,-2.9%,-1.3%
C[C@H]1CN([C@@H](C)CO)C(=O)c2cccc(NC(=O)Nc3ccc(C(F)(F)F)cc3)c2O[C@H]1CN(C)C,/,6.8%,-0.2%
COC(=O)[C@H](CCCN=C(N)N)NC(=O)CCCc1c(-c2ccccc2)[nH]c2c(F)cc(F)cc12,?,/,16.3%
CC1Cc2ccccc2N1S(=O)(=O)c1cccc(C(=O)OCC(=O)NCc2ccco2)c1 (stereo not drawn),-12.9%,-21.4%,2.6%
CC(C)CCN1CCN(Cc2ccc(Sc3nncn3C)o2)CC1CCO (stereo not drawn),7.1%,-6.7%,-4.8%
CCc1ccc(CN(C)CC(=O)Nc2ccccc2[N+](=O)[O-])cc1,-1.7%,5.7%,5.5%
CSc1cccc(NC(=O)CSc2ccc(C)cc2)c1,-2.2%,2.5%,4.7%
COc1cccc(NC(=S)N2CCCN(Cc3ccc(F)cc3)C2)c1,-7.2%,0.9%,5.3%
COc1ccccc1OCCn1c(=O)oc2ccc(C)cc21,-6.1%,-4.9%,-2.5%
CC1CN(C(=O)/C(=C/c2ccco2)NC(=O)c2ccccc2)CC(C)O1 (stereo not drawn),-0.4%,-2.4%,/
Cc1[nH]n(-c2ccccc2)c(=O)c1C(=O)c1ccc([N+](=O)[O-])cc1,-12.4%,6.5%,6.0%
CC1CCCCN1S(=O)(=O)c1ccc(S(=O)(=O)N2CCCC2)cc1 (stereo not drawn),1.1%,-8.6%,/
c1cncc(-c2ccc3ncnc(NCc4cccs4)c3c2)c1,-4.2%,-10.8%,3.6%
CCn1nc(C)c(CNC(=O)CCc2nnc(-c3ccc(C(C)=O)s3)o2)c1C,2.3%,14.7%,-3.5%
CN(CC(=O)Nc1ccc(F)cc1)CC(=O)Nc1ccc(Cl)c(S(=O)(=O)N2CCOCC2)c1,-8.6%,-10.2%,8.4%
Cn1c(CO)cnc1SCc1ccc(Cl)cc1,-0.6%,10.2%,7.5%
CCCCCc1ccc(-c2cn(CCCOCc3ccccc3)nn2)cc1,?,12.9%&12.5%,/
CCCCCCc1cc2cc(C(N)=O)c(=N)oc2cc1O,?,/,2.0%
CCN(CC)CCN(Cc1cc2cc3c(cc2[nH]c1=O)OCCO3)C(=S)NCC1CCCO1 (stereo not drawn),8.3%,4.4%,2.5%
CCN1CCN(C(=O)c2cc3cc([N+](=O)[O-])ccc3oc2=O)CC1,-12.1%,-5.5%,0.0%
O=C(O)Cc1cc(I)c(Oc2ccc(O)c(I)c2)c(I)c1,18.8%,/,8.2%
CCSc1ccccc1-c1nc(-c2ccncc2)no1,2.2%,-12.1%,0.0%
CS(=O)(=O)N(CC(=O)Nc1ccc(F)cc1F)C1CCCCC1,3.2%,15.3%,/
COCCOC(=O)C1=C(C)NC(=O)NC1c1ccc(OC(=O)c2ccco2)c(OC)c1 (stereo not drawn),3.3%,1.8%,2.4%
CCCC(=O)C1C(=O)CC(C)(C)C(c2cc(C)no2)C1=O (stereo not drawn),-1.2%,-2.8%,4.1%
N#Cc1cccc(NC(=O)CCN2C(=O)C3CCCCC3C2=O)c1 (stereo not drawn),/,6.2%,-0.5%
COc1ccccc1C(=O)n1nc(-c2ccccc2)nc1NCc1ccc(Cl)cc1,/,-21.7%,-2.1%
COCC(=O)N(c1ccccc1)C(C)C(=O)OC (stereo not drawn),-3.1%,-2.6%,5.3%
Cc1cccc(C(=O)N2CCCCCC2)c1[N+](=O)[O-],-2.7%,-2.7%,4.3%
O=C(Nc1ccc2c(c1)OCO2)C1CCCN1C(=O)Nc1ccccc1 (stereo not drawn),-4.6%,2.8%,7.6%
CC1CN(Cc2ccccc2)c2nc3c(c(=O)[nH]c(=O)n3C)n2C1 (stereo not drawn),2.0%,-4.6%,1.3%
O=C(CCC(=O)OCCCC(F)(F)C(F)(F)F)Nc1ccc(Cl)cc1Cl,2.0%,-7.1%,-3.3%
CC(=O)N1c2ccc(S(=O)(=O)NCCC(=O)NCc3ccc(N(C)C)cc3)cc2CC1C (stereo not drawn),-11.4%,-21.6%,3.8%
Cc1cccc(NC(=O)CSc2nc(=O)n(Cc3cccnc3)c3c2CCC3)c1,/,17.3%,5.2%
O=C(Nc1ccc(Br)cc1)C1CC(O)CN1C(=O)OCc1ccccc1 (stereo not drawn),-12.1%,-0.5%,4.1%[0.0935 µM]
C=CCN1C(=O)C(O)(CC(=O)c2ccc(OC)cc2OC)c2cc(Br)ccc21 (stereo not drawn),-0.5%,7.1%,2.8%
CC(C)C1Oc2cc3oc(=O)ccc3cc2C1=O (stereo not drawn),5.4%,0.7%,4.8%
O=C(NCc1ccco1)c1ccc(C(F)(F)F)cc1,-10.0%,-16.4%,2.7%
COc1cccc(CNC(=O)C2CC(=O)N(C3CCCCCCC3)C2)c1 (stereo not drawn),-6.2%,-2.4%,0.0%
C/C(=N\NC(=O)Cc1c(C)[nH][nH]c1=O)c1ccc2ccccc2c1,-5.0%,/,-2.3%
CCOC(=O)c1c(C)n(S(=O)(=O)c2ccc(C)cc2)c2ccc(O)c(C(=O)O)c12,14.2%,-3.4%,2.4%
O=C(CCCN1C(=O)[C@H]2CC=CC[C@H]2C1=O)NCc1nc(-c2ccccc2)no1,-0.3%,-4.9%,5.6%
Cc1ccc(Cl)cc1-n1nnc(-c2nc(-c3ccc4c(c3)OCO4)no2)c1C,/,15.9%,2.6%

Next structures follow.
molecule,N370S GC mod,FEN1 inh,TDP1 inh
C=CCN1C(c2cccc(C(F)(F)F)c2)=CS/C1=C(/C#N)c1nnc(N2CCOCC2)n1-c1ccccc1,-2.8%,5.2%,5.3%
C/C(CCN1CCCCc2nc(C)c(C)cc21)=N\OC[C@@H](O)[C@H]1O[C@@H]2OC(C)(C)O[C@@H]2[C@H]1O,21.5%,/,1.3%
CCN(CC)c1ncnc2c1sc1nc(C)cc(C)c12,5.5%,-22.6%,0.0%
COc1ccc(C(=O)/C=C/Nc2cccc(C)n2)cc1OC,-2.4%,4.7%,4.8%
COc1ccccc1N1CCN(C(=O)Cn2nc3n(C)c4ccccc4n3c(=O)c2=O)CC1,6.9%,/,0.0%
O=C(COC(=O)C1CC1)Nc1ccc(S(=O)(=O)N2CCOCC2)cc1,/,-3.6%,-1.0%
COc1ccc(S(=O)(=O)Nc2ccc(C)cc2)cc1N(C)S(=O)(=O)c1ccc(Cl)cc1,2.3%,-19.5%,-1.1%
Cc1cc(C)c2c(n1)sc1c(N3CCN(C)CC3)ncnc12,-11.5%,-3.2%,/
CCN1C(=O)[C@H]2[C@H]3CN=C(SCc4ccccc4)N3[C@@](Cc3ccccc3)(C(=O)OC)[C@H]2C1=O,/,?,-0.6%[56.1 µM]
Cc1ccc(CN2CCN(Cc3cn(C)nc3-c3ccccc3)CC2CCO)o1 (stereo not drawn),-0.5%,-0.8%,0.0%

Structures shown so far that have two or more sulfur atoms:
molecule,N370S GC mod,FEN1 inh,TDP1 inh
CCn1c(SCc2nc(-c3cccs3)no2)nnc1-c1c[nH]c2ccccc12,17.1%,-14.6%,0.0%
CSc1cccc(NC(=O)CSc2ccc(C)cc2)c1,-2.2%,2.5%,4.7%
CC1CCCCN1S(=O)(=O)c1ccc(S(=O)(=O)N2CCCC2)cc1 (stereo not drawn),1.1%,-8.6%,/
COc1ccc(S(=O)(=O)Nc2ccc(C)cc2)cc1N(C)S(=O)(=O)c1ccc(Cl)cc1,2.3%,-19.5%,-1.1%

Later entries
molecule,N370S GC mod,FEN1 inh,TDP1 inh
CCOc1ccc(NC(=O)C2CCN(c3nc4ccccc4[nH]3)CC2)cc1,/,2.1%,5.4%
CC(C)OC(=O)CC(=O)CSc1nc2c(cc1C#N)CCCC2,-16.3%,-9.5%,-7.1%
Cn1c(=O)c2c(nc(SCC(=O)NCc3ccco3)n2C)n(C)c1=O,0.6%,-12.9%,2.3%
N#C/C(=C\c1ccc[nH]1)C(=O)c1ccccc1,-0.5%,-2.4%,5.7%
COc1cc(-c2noc(-c3ccc(N4CCCCC4)c([N+](=O)[O-])c3)n2)cc(OC)c1OC,/,-4.8%,8.6%
CCN(c1ccccc1)c1cc(C)nc2nc(C)nn12,-8.1%,-2.5%,2.6%
CCN(CC)C(=O)C1CCCN(C(=O)Nc2ccccc2)C1 (stereo not drawn),14.7%,-5.3%,-3.9%
CCOc1ccc(C(NC(C)=O)c2ccc(OC)c(OC)c2)cc1 (stereo not drawn),11.0%,-1.7%,-4.9%
CCOc1ccc(-n2c(COc3ccc(C)cc3)nnc2SCC(N)=O)cc1,-0.9%,-11.4%,6.3%
CC(O)(c1ccc(Cl)cc1)c1ccc(Cl)cc1,-4.4%,/,10.8%
COc1ccc(-c2csc(-c3cc4ccccc4oc3=N)n2)cc1,13.3%,-4.2%,?
CC(C)(O)C#Cc1ccc(C(=O)N2CCC(CCC(=O)NC3CC3)CC2)cc1,-1.4%,-3.3%,0.9%
O=C(CCCCCNC(=O)c1ccccc1)N/N=C/c1ccccc1O,-8.2%,0.0%,8.1%
CCc1ccccc1NS(=O)(=O)c1ccc2c(c1)OCC(C(=O)N1CCCC1)O2 (stereo not drawn),/,17.6%,5.8%
C=CC[C@H](CC(=O)N[C@H](CO)Cc1ccccc1)C(=O)N[C@@H](COC(=O)[C@@H](CC=C)Cc1ccc(F)cc1)Cc1c[nH]c2ccccc12,/,-17.2%,1.6%
CN(C)CCNC(C(=O)Nc1cccc(C(F)(F)F)c1)c1ccccc1 (stereo not drawn),-11.3%,-7.4%,-6.2%
Cc1ccsc1C(=O)OCc1nc2ccccc2c(=O)[nH]1,21.7%,-4.6%,1.0%
Brc1cccc(-c2nnc(SCc3ccon3)n2-c2ccccc2)c1,2.1%,-0.8%,7.8%
C=CCn1c(=O)c2ccc(C(=O)NCc3ccccc3)cc2n(Cc2ccc(C)cc2)c1=O,-0.4%,-0.1%,1.3%
Cc1ccc(NC(=O)CSc2nc(-c3ccco3)nc3cc(=O)[nH]n23)cc1,/,-14.0%,0.0%
Cc1cc(C(C)(C)C)oc1C(=O)N(CC(=O)NC1CCCC1)c1ccc(F)cc1,3.6%,7.7%,0.0%
Cc1ccc(C)c(Cn2c(SCC(=O)NCc3ccccc3)nc3ccccc32)c1,/,0.1%,-1.2%
COc1ccc(N2CCN(C(=O)Cn3nc(Cc4cccnc4)c4ccccc4c3=O)CC2)cc1,/,12.6%,1.3%
O=C(c1cc(COc2ccc(F)cc2Cl)on1)N1CCN(C2CCCC2)CC1,-11.3%,-3.7%,3.9%
C=CCn1c(SCC(=O)NC(N)=O)nnc1-c1cc2c(s1)CCC(CC)C2 (stereo not drawn),18.4%,-1.6%,-0.6%
CCOc1ccccc1NC(=O)c1ccc2c(c1)CCN2S(C)(=O)=O,/,11.9%,2.3%
C/C(CC(=O)Nc1ccc2c(c1)OCO2)=N\NC(=O)OC(C)(C)C,1.0%,-3.4%,2.6%
O=C(Nc1ccc2nc3n(c(=O)c2c1)CCCC3)c1ccccc1[N+](=O)[O-],2.5%,1.0%,1.1%
CCC1=Nc2cc(C(=O)O)ccc2Sc2ccccc21,5.7%,11.9%,0.0%
CC(C(=O)NCc1ccc(Cl)cc1)n1ccc2cc(S(=O)(=O)N3CCCCCC3)ccc21 (stereo not drawn),/,-1.0%,0.0%
COC(=O)c1c(C(=O)OC)n(CCCN)c2ccc(C)cc12,-2.9%,-13.7%,-9.1%
O=C(Nc1nccs1)c1ccc2nccnc2c1,7.1%,?,-5.1%
O=c1cc(-c2ccccc2)c2c([nH]1)CCCC2,6.7%,5.9%,5.8%
Cc1cccc(N2CC(C(=O)Nc3ccc(S(=O)(=O)N4CCCCC4)cc3)CC2=O)c1C (stereo not drawn),-7.6%,0.1%,8.7%
O=C(Nc1nnc(Cc2ccc(Cl)cc2)s1)c1cccnc1,16.4%,12.5%,5.1%
CC(=O)OC1=C(C#N)Cn2ccc3cccc1c32,?,/,1.9%

Source: PubChem (National Center for Advancing Translational Sciences (NCATS))
